Source: PubChem
Mito fusion act = mitochondrial division inhibition or fusion activation. S. cerevisiae fusion-defective mutant growth rescue, CellTiterGlo 48 h. Potency, µM (series often up to 46.1 µM), without a hit: at the top dose growth rescue (activation), actives largely listed as activators. actives 0.23% (n = 320,000). AID 485298;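 note: potency is the fitted concentration of half-maximal effect; % of control where 0% means no effect; nearly all actives have a fitted effect of over 45% in size; temperature-sensitive fusion mutants such as fzo1-1 at 37 °C on non-fermentable ethanol glycerol medium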
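Growth-rescue viability read-out: after 48 h at the non-permissive 37C in glycerol/ethanol YPEG, yeast mitochondrial fusion mutants are measured by CellTiterGlo luminescence; compounds (23 nl pinned per well) restoring growth score as division inhibitors or fusion activators.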
TSG101-PTAP inh = blocks PTAP/TSG101 interaction to inhibit HIV-1 budding; Q99816; Fluorescence polarization, FITC-PTAP peptide / Tsg101 binding; 340,000 tested, under 10 active; Potency, µM (top dose mostly 115 µM), without a hit: top-dose activity change, negative = inhibition, actives largely listed as inhibitors; active = well fitted inhibition curve with a large enough effect in the main read-out, with a control signal flat, not every such curve was filed as active; inconclusive = small, poorly fitted or top-dose-only effect, or effect the other way, or a change in a side signal; inactive = no such curve, though single readings can be large or run the other way; note: potency is the fitted concentration of half-maximal effect; % of control where 0% means no effect
Target sequence (Q99816 whole entry, looked up): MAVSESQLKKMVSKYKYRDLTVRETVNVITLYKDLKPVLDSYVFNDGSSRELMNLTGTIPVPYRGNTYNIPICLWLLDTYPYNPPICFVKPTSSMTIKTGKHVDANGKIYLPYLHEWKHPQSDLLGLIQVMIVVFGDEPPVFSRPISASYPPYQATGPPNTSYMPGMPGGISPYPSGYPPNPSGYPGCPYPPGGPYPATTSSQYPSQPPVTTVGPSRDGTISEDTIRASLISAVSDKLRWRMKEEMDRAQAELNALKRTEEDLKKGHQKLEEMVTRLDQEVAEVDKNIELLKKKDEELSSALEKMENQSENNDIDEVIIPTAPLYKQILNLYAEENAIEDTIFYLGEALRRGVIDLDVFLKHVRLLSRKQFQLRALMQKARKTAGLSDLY
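Fluorescence polarization binding of Tsg101 binding domain (10 uM final) to FITC-labeled PTAP peptide (50 nM final) in HEPES pH 7.5 buffer with NaCl, Tween 20, EDTA, TCEP. Compounds added before peptide; binding 20 min at RT.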
TSHR antag = human thyrotropin receptor antagonism; P16473; TSHR-expressing cells, TSH-stimulated cAMP HTRF, 2 h; stronger effect = lower value; activity change, negative = inhibition, % at 11.5 µM; actives 0.2% (n = 330,000);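 active = activity change below a set negative limit, meaning inhibition stronger than a set level, cut at about -70% in these data; inconclusive = activity change between two set negative limits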; note: % is set by controls: 0 for no effect and ±100 for the full control effect
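TSHR-expressing cells were treated with compounds, then stimulated with TSH at EC80 (4nM final) for 2 hours at 37 deg C. Cellular cAMP was measured by HTRF competition between lysate cAMP and cAMP-d2 for a cryptate-labelled anti-cAMP antibody.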
ELG1 repair inh = blocks ELG1-dependent DNA repair in HEK293T cells; HEK293T ELG1-luciferase reporter, luminescence, 16 h; DNA damage induced by 5-fluorouridine; Potency, µM (doses to about 46.1 µM), inactives show top-dose activity change, negative = inhibition, actives largely listed as inhibitors; actives 2.3% (n = 330,000); AID 504467; note: potency is the fitted concentration of half-maximal effect; % is set by controls: 0 for no effect and ±100 for the full control effect; nearly all actives have a fitted effect of over 55% in size
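Reporter activity after DNA damage by 5-fluorouridine is monitored. Compound-treated cells incubate 16 hr at 37 °C, then ONE-Glo is added for 30 min before luminescence reading.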
uPA surface inh = blocks generation of uPA at the cell surface. AID 540303. cell surface uPA generation assay, qHTS. Potency, µM (titrated, usually from 38.3 µM), for the others: at the highest dose activity change, negative = inhibition, usual class: inhibitors. actives 0.31% (n = 330,000); active = well fitted inhibition curve with a large enough effect; inconclusive = small, poorly fitted or top-dose-only effect; inactive = no such curve, though single readings can be large or run the other way; tested in mouse RAW 264.7 cells; note: potency is the fitted concentration of half-maximal effect; % is set by controls: 0 for no effect and ±100 for the full control effect; nearly all actives have a fitted effect of over 55% in size
B2AR arrestin = recruits beta-arrestin to the human beta2-adrenergic receptor; beta-arrestin recruitment to beta2AR, cell-based reporter; P07550; Potency, µM (doses to about 46.1 µM), for inactives: top-dose activation, most hits filed as activators; actives 0.02% (n = 330,000);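 note: potency is the fitted concentration of half-maximal effect; 0% = DMSO controls and full agonism = EC100 isoproterenol or metaproterenol; nearly all actives have a fitted effect of over 65% in size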
TCR activator = activates T cell receptor signaling; primary human leukocytes, anti-CD3, IL-2 HTRF, 48 h; Potency, µM (series often up to 9.22 µM), for inactives: at the top dose activation of IL-2 secretion, actives largely listed as activators; 330,000 tested, under 10 active; AID 504894; note: % of control where 0% means no effect
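Readout: HTRF IL-2, Eu-cryptate/d2 antibody pair, 320nm excitation, 665nm emission. Stimulus: a-CD3 beads, no co-stimulation. Cells: primary human leukocytes. Exposure: 48 hr with compound.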
Chronic BCR inh = inhibitors of chronic active B-cell receptor signaling; ABC-DLBCL IkBa-CBG/CBR reporter, luminescence ratio, 4 h; AID 493014; actives 0.05% (n = 340,000); Potency, µM (doses to about 46.1 µM), inactives show top-dose ratio change, negative = lower green/red ratio, usual class: inhibitors; active = well fitted inhibition curve with a large enough effect in the signal ratio, with a control signal flat, not every such curve was filed as active; inconclusive = small, poorly fitted or top-dose-only effect, or effect the other way, or a change in a side signal; the % refers to the signal ratio;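 note: potency is the fitted concentration of half-maximal effect; plate controls were basal doxycycline-induced cells for no effect and cells given 10 µM MG132 for full effect; MG132 reads +100%, hits lower the ratio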
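TMD8 ABC-DLBCL cells carrying doxycycline-inducible green luciferase fused to IkappaBalpha plus unfused red luciferase were exposed to compounds (up to 46 uM) for 4 hrs at 37C. Activity came from the overlap-corrected green/red luminescence ratio.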
USP2a block = USP2a (human) protease inhibition. O75604. USP2 core, Ub-CHOP2 coupled fluorogenic reporter, 485/531. Potency, µM (doses to about 38.3 µM), inactives show at the top dose activity change, negative = inhibition, actives largely listed as inhibitors. actives 0.01% (n = 330,000);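 note: potency is the fitted concentration of half-maximal effect; plate controls were DMSO wells for no effect and full inhibition by NEM control for full effect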
Target sequence (O75604 whole entry, looked up): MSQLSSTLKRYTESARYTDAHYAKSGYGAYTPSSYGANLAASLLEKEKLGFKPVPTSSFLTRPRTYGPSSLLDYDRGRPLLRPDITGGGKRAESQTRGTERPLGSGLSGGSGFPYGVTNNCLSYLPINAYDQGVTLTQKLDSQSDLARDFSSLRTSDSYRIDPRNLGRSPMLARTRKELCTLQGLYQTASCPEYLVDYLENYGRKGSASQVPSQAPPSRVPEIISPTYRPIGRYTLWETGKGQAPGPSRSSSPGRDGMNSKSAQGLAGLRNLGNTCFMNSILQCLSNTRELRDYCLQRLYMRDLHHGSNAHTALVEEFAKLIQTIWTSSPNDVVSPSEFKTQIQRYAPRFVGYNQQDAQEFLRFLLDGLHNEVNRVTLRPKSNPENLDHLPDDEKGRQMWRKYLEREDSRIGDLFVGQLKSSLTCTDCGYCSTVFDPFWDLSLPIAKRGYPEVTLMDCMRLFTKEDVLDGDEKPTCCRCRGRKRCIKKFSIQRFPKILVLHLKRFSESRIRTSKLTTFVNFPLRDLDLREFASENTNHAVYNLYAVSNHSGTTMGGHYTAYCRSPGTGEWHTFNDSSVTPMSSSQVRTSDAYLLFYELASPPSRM
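USP2 core (10nM final) preincubated 30min RT with compound in 20mM Tris-HCl pH 8.0, 2mM CaCl2, 2mM beta-mercaptoethanol, 0.05% CHAPS; 25nM Ub-CHOP2 plus 25nM reporter substrate added, fluorescence (Ex485/Em531) read after 60min.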
Tb PFK block = blocks T. brucei phosphofructokinase. O15648. T. brucei PFK, ADP-Glo luminescence. Potency, µM (highest dose often 57.5 µM), for inactives: at the top dose activity, negative = inhibition, usual class: inhibitors. actives 0.17% (n = 330,000). AID 485367;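 note: potency is the fitted concentration of half-maximal effect; 0% = uninhibited 1x PFK enzyme wells and -100% = no-enzyme wells; nearly all actives have a fitted effect of over 60% in size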
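ADP-Glo luminescence quantified ADP after 45 min at room temperature, with 1.25 nM T. brucei PFK, 0.1 mM ATP and 0.5 mM fructose-6-phosphate in pH 8.0 TEA buffer. qHTS titrations up to 57 µM; curves classified by quality.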
Eya2 phos inh = Eya2 (human) phosphatase inhibition; recombinant Eya2, OMFP fluorescence dephosphorylation (OMFP is methylfluorescein phosphate); Potency, µM (highest dose often 76.9 µM), without a hit: at the top dose activity, negative = inhibition, usual class: inhibitors; actives 0.006% (n = 330,000); note: potency is the fitted concentration of half-maximal effect; % is set by controls: 0 for no effect and ±100 for the full control effect
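Eya2 protein (added as 0.2 uM solution) was preincubated with compound for 10 min at ambient temperature in 50 mM HEPES pH 7.5, 50 mM NaCl, 5 uM MgCl2, 0.05% BSA, 1 mM DTT. OMFP (added at 50 uM) then reacted 10 min; fluorescence read at 485/525 nm.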
* marks the source's active call; other numbers are inactive results; u = inconclusive; x = no result given; [ ] = remark or other dose. Unless noted, calls come from the whole dose curve; as a rule, active = well fitted curve in the direction sought with a large enough effect; inconclusive = small, poorly fitted or top-dose-only effect, or another doubt; inactive = no such curve, though single readings can be large; an effect the other way counts as inactive or inconclusive.

SMILES	Mito fusion act	TSG101-PTAP inh	TSHR antag	ELG1 repair inh	uPA surface inh	B2AR arrestin	TCR activator	Chronic BCR inh	USP2a block	Tb PFK block	Eya2 phos inh
O=S(=O)(c1cccs1)N1CCN(c2ccccn2)CC1	-2%	0%	0	4%	1%	0.0%	-4%[46.1 µM]	6%	1%	0%	-23%
CCOC(=O)c1cnc(-c2ccccc2)nc1N	1%	-7%	-3	u	x	-0.2%	x	u	0%	-9%	-9%
Cc1ccc(C(=O)C(OC(=O)CCC(=O)Nc2cccc(C)c2)c2ccccc2)cc1 (stereo unspecified)	0%	-12%	18	18%	x	-0.3%	-4%	12%	0%	-7%	-8%
CCOC(=O)N1CCN(C(=O)CN(C)S(=O)(=O)c2ccc(OC)c(OC)c2)CC1	-3%	1%	6	6%	2%	0.5%	5%	1%	-4%	-1%	14%
COc1cccc(S(=O)(=O)NCc2ccc(C(=O)N3CCN(c4ccccc4)CC3)cc2)c1	2%	0%	0	-18%	-7%	-1.1%	-2%	2%	-2%	2%	2%
O=S(=O)(NCCc1ccccc1F)c1cccc(S(=O)(=O)N2CCOCC2)c1	2%	-3%	9	-19%	5%	2.9%	1%	-9%	0%	1%	-17%
S=C(Nc1ccccc1Cl)N(CCCN1CCOCC1)Cc1ccccn1	5%	2%	-1	1%	-2%	-0.1%	4%	4%	2%	-3%	5%
COc1ccc(NC(=O)CN(C)C(=O)c2cc3c(s2)CCC(C)C3)cc1 (stereo unspecified)	-1%	-8%	-15	12%	10%	-0.1%	-2%	u	4%	4%	-6%
COc1cccc(CC(=O)Nc2nc(-c3cc(OC)ccc3OC)cs2)c1	8%	-5%	-7	-20%	4%	-0.1%	0%	-3%	2%	4%	-14%
O=C1C(Cl)=C(NCCCO)C(=O)c2ccccc21	-4%	1%	0	-13%	-14%	-0.1%	-3%	u	1%	-1%	-5%
COc1ccc2c(c1)CC/C2=N\NC(=O)c1ccccc1	-1%	-5%	-4	u	-3%	-0.4%	4%[46.1 µM]	u	1%	12%	-6%
Cc1ccc(NC(=O)Nc2cccc([N+](=O)[O-])c2)nc1	-2%	-2%	-22	u	1%	0.2%	-3%	u	0%	-12%	-20%
COc1ccccc1-c1cc(C(=O)NCc2cccs2)no1	8%	-3%	13	u	3%	0.5%	0%	u	0%	-10%	15%
CCCOc1ccc(CNCCCOCC)cc1OC	-1%	-4%	-5	5%	-4%	0.0%	6%	-1%	-2%	-2%	0%
COc1cc(C(=S)N2CCOCC2)cc(OC)c1OC(=O)c1ccc(C)cc1	-1%	0%	15	u	-10%	7.1%	-4%	-4%	3%	1%	1%
CCCc1[nH][nH]c(=O)c1C(c1ccc(Cl)cc1)C(C#N)C#N (stereo unspecified)	3%	-2%	-3	-11%	-17%	-0.5%	7%[46.1 µM]	-18%	4%	-3%	-14%
O=C(Nc1cccc(O)c1)c1cccc(NC(=O)c2cccs2)c1	-2%	-3%	-9	15%	2%	-0.2%	-7%	u	-1%	3%	12%
Cc1ccccc1NC(=O)COc1ccc2oc(=O)cc(C)c2c1	5%	-4%	4	-5%	3%	-0.9%	-1%	u	2%	-3%	-1%
CCOC(=O)c1ccc(Oc2nc(N(C)C)nc(N3CCOCC3)n2)cc1	-2%	-1%	-15	u	10%	0.5%	-2%	u	1%	-2%	2%
O=C(C1CSC2(c3ccc(F)cc3)CCC(=O)N12)N1CCCCCC1 (stereo unspecified)	-4%	1%	7	-3%	-1%	-0.2%	-1%	8%	0%	0%	12%
CCOC(=O)C1CCN(c2c(NCCCN(C)C3CCCCC3)c(=O)c2=O)CC1	-5%	-4%	10	14%	-2%	0.2%	8%[46.1 µM]	1%	2%	2%	1%
CC(C)Cn1c(SCC(=O)N2CCOCC2)nc2ccccc2c1=O	3%	-7%	-6	-2%	18%	0.2%	0%	0%	0%	0%	10%
CC1CCCN(S(=O)(=O)c2coc(C(N)=O)c2)C1 (stereo unspecified)	-1%	-2%	1	0%	9%	-0.3%	-8%[46.1 µM]	u	-1%	0%	-4%
C[C@H](NC(=O)c1[nH]cnc1C(=O)Nc1ccon1)c1ccccc1	-5%	x	1	0%	22%	-0.3%	-8%	u	0%	-1%	1%
O=S(=O)(c1cccs1)N1CCN(c2cccc(Cl)c2)CC1	19%	-2%	2	0%	-2%	-1.5%	6%	7%	1%	0%	-25%
CCN1CCN(c2nc3c(C)cccn3c(=O)c2C=C(C#N)C#N)CC1	-9%	-20%	-6	u	4%	0.2%	-3%	-11%	0%	-11%	-22%
Cc1ccccc1OCc1n[nH]c(=S)n1Cc1ccccc1	u	-2%	-15	0%	-8%	0.0%	2%[46.1 µM]	-1%	0%	0%	-2%
COc1ccc(C2(C(=O)NCCc3ccccc3)CCCC2)cc1OC	6%	-1%	4	-19%	-4%	0.5%	1%	-2%	4%	-4%	-24%
O=C(CSc1nnc(-c2ccc(Cl)cc2)n1-c1ccc(Cl)cc1)N/N=C/c1ccccc1C(=O)O	-1%	-5%	1	-11%	-1%	-0.5%	-4%	1%	1%	-2%	12%
O=C(Nc1nnc(-c2ccccc2)o1)NC1CCCCC1	8%	-3%	-17	19%	-2%	-1.1%	-3%	2%	0%	0%	16%
CCCn1cnc2sc(C(N)=O)c(C)c2c1=O	3%	-4%	-5	0%	1%	-0.8%	-10%	3%	4%	9%	-9%
CCCc1ncc(CN2CCCC(C(=O)Nc3ccc(-c4cccc(OC)c4)cc3)C2)cn1 (stereo unspecified)	17%	-4%	2	u	u	0.5%	4%	u	-2%	11%	-4%
CCSc1nnc(NC(=O)C(C)(C(F)(F)F)C(F)(F)F)s1	22%	-6%	-16	u	-5%	-0.3%	-4%	u	0%	-13%	-16%
CN1CCN(c2nc3ccccn3c(=O)c2/C=C(\C#N)S(=O)(=O)c2ccc(Cl)cc2)CC1	-3%	-4%	12	-9%	-3%	0.2%	0%	11%	3%	-1%	5%
CCCCCc1nc2sc3c(c2c(=O)n1NC(=O)c1ccc([N+](=O)[O-])cc1)CC(C)(C)OC3	-10%	-4%	0	u	-10%	-0.4%	4%[46.1 µM]	u	1%	-3%	-17%
Cc1ccc(C23CC4CC(CC(NC(=O)NN)(C4)C2)C3)cc1	-14%	-6%	27	26%	14%	-0.1%	1%	14%	3%	0%	-12%
COc1ccc(C(=O)N2CCC(C(=O)Nc3cccc(C)c3)CC2)cc1OC	5%	-1%	-5	6%	16%	0.1%	2%	2%	0%	0%	8%
Cc1ccc(S(=O)(=O)Nc2cccc(C(=O)Nc3cc(C)ccn3)c2)cc1	0%	x	-9	u	x	0.2%	x	u	0%	0%	6%
Cc1c(C)c2ccc(OCC(=O)NCCN3CCOCC3)c(C)c2oc1=O	1%	-2%	18	u	-12%	-0.1%	4%	u	1%	-1%	4%
COc1cc(OC)c2ccc(=O)oc2c1C(CCN1CCCCC1)c1ccc(N(C)C)cc1 (stereo unspecified)	-2%	x	-1	16%	1%	-0.5%	-1%	-11%	1%	0%	1%
O=C(Nc1ncccc1O)c1cccc(S(=O)(=O)N2CCN(c3ccc(F)cc3)CC2)c1	14%	-3%	0	-16%	8%	-0.1%	11%	-9%	-1%	-6%	5%
Cc1cccc(NC(=O)CSCC(=O)OCc2ccccn2)c1	1%	-8%	14	21%	2%	0.0%	-1%	25%	1%	5%	-4%
CCS(=O)(=O)n1nc(-c2ccco2)nc1N	-8%	-2%	9	u	0%	0.2%	1%	u	1%	-1%	3%
Cc1nnc(NC(=O)CSc2nnc(C)c(=O)n2N)s1	-25%	-4%	12	u	-2%	-1.0%	0%	-1%	1%	2%	3%
Cc1ccc(S(=O)(=O)NC(Cc2ccc(Cl)cc2)C(=O)O)cc1 (stereo unspecified)	10%	-6%	-3	1%	1%	0.4%	-2%	0%	-1%	-1%	2%
O=C(/C=C/c1ccc(Cl)cc1Cl)OCC(=O)N1CCCC1	3%	-7%	-14	u	-10%	0.2%	-17%	3%	-1%	1%	-13%
COc1ccc(C(=O)NC2CCCCC2)cc1OC1CCN(C(C)C)CC1	0%	x	4	5%	-5%	-0.3%	-2%	-1%	1%	-5%	2%

Compounds were not picked by outcome; about 3% have a hit in one of these screens.
